Compound activity deposited in PubChem by The Scripps Research Institute Molecular Screening Center.
CHO parental Ca: ATP-evoked calcium signal inhibitors, parental CHO, primary screen, counter-screen for OX1R antagonist project, cell-based, fluorescence, Fluo-8 calcium dye; inhibition, % at 5.6 µM; parental CHO-K1, ATP-induced calcium, Fluo-8 fluorescence; 330,000 tested, 0.63% active;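 active = inhibition above that plate's mean sample inhibition plus 3 SD, cut at about 26% in these data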;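 also: 0% = ATP-challenged DMSO wells and 100% = DMSO wells without ATP; some compounds past the cut are filed as inactive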
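Test system: untransfected parental CHO cell line. Compound: one dose, 5.6 µM nominal. Detection: intracellular calcium via Fluo-8 no-wash fluorescent dye. Measure: % inhibition. Benchmarks: ATP-challenged DMSO wells low, unchallenged DMSO wells high.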
OXTR potentiator: human OXTR potentiators, primary screen, fluorescence, CHO-OTR cells, Fluo-8 calcium | Oxytocin receptor (Homo sapiens), P30559 | Fluo-8 calcium fluorescence, potentiator mode; 0% = oxytocin EC15, 100% = EC100 | activation, % at 3 µM | 320,000 tested, 0.061% active | AID 2445, 2010;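 active = activation above that plate's cutoff, the mean activation of tested compounds plus 3 SD, cut at about 6.6% in these data, passing the limit was not always enough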;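 also: 100% uses oxytocin at 75 nM as the full agonist control; some results filed as inactive read as strong as hits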
Target sequence (P30559 whole entry, looked up): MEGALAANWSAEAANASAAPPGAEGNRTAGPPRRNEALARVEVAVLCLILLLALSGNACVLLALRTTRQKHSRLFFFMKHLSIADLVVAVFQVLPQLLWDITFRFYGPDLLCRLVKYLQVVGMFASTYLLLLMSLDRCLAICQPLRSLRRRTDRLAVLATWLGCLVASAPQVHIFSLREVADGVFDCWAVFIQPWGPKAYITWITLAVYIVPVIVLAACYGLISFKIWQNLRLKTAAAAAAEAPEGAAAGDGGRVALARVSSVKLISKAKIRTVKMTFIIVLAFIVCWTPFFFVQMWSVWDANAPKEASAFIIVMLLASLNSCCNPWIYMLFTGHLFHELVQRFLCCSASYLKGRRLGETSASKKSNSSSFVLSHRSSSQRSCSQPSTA
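Dosing: Single dose, 3.0 µM nominal final compound concentration | Material: Human OTR in CHO cells | Technique: Kinetic Fluo-8 calcium fluorescence | Benchmarks: EC15 oxytocin alone as 0%, 75 nM oxytocin as 100% | Probe or stimulus: Oxytocin at about EC15, sub-maximal agonist stimulus | Incubation: Compound 6 min at room temperature before oxytocin, 100 s read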
M1 antag: human M1 muscarinic receptor antagonists, primary screen, CHO-K1 cells, Fluo-8 calcium fluorescence, 1536-well. Muscarinic acetylcholine receptor M1 (Homo sapiens), P11229. CHO-K1 hM1, ACh EC80 antagonist. inhibition, % at 3 µM. 360,000 tested, 1.3% active. AID 588852, 2011;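 active = percent inhibition above its own plate's cutoff, namely the mean of that plate's compound wells plus 3 SD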;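 also: peak over basal fluorescence ratio during 140 s after agonist addition; 0% = ACh EC80 plus DMSO and 100% = DMSO alone without agonist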
TAAR1 ag: human TAAR1 agonists, primary screen, Fluo-8 calcium fluorescence, CHO RD-HGA16 cells. Trace amine-associated receptor 1 (Homo sapiens), Q96RJ0. vehicle wells 0%, saturating PEA agonist 100%. activation, % at 3 µM. 360,000 tested, 0.99% active. AID 624467, 2012;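 active = activation above the mean activation of all test compounds in the run plus 3 SD, cut at about 38% in these data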
Target sequence (Q96RJ0 whole entry, looked up): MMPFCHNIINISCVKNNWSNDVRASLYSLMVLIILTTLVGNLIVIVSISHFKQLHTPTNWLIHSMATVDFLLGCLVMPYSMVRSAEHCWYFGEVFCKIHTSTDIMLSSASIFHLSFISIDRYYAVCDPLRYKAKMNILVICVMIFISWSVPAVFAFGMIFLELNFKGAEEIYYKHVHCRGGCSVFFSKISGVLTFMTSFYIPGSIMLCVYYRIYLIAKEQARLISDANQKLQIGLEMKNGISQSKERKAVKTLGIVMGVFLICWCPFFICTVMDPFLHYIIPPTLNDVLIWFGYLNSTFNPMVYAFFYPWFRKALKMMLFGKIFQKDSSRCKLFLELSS
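Repeats: no replicates (n 1) | Material: CHO-derived RD-HGA16 cells with stable Gα16 and human TAAR1 | Technique: Kinetic Fluo-8 calcium fluorescence | Schedule: 17-24 h seeding, 75 min 37 °C dye, 30 min RT | Evaluation: % activation from peak over basal fluorescence ratio, DMSO-to-PEA scaled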
CHO-K1 Ca PAM: nonselective calcium activators in parental CHO-K1 cells, primary screen, counter-screen for M1 PAM project, cell-based, Fluo-8 calcium fluorescence, full deck, 1536-well | activation, % at 3 µM | AID 602247, 2012 | ATP EC20; 0% at ATP EC20, 100% at ATP max | 360,000 tested, 0.02% active;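 active = activation above the run cutoff, the mean activation of all test compounds plus 3 SD, cut at about 40% in these data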;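 also: peak over basal fluorescence ratio in a 140 s read after ATP addition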
CHO-K1 Ca antag: counter-screen for M1 antagonists: effect in parental CHO-K1 cells | ATP-induced calcium, Fluo-8 fluorescence | 360,000 tested, 0.6% active | inhibition, % at 3 µM;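 active = inhibition above a per-plate cutoff, the plate's mean sample inhibition plus 3 SD, cut at about 24% in these data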;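 also: 0% = DMSO plus EC80 ATP and 100% = DMSO alone without ATP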
M1 ag parental: counter-screen for M1 agonists: effect in parental CHO-K1 cells. 360,000 tested, 0.48% active. AID 602248, 2012. activation, % at 3 µM. Fluo-8 calcium fluorescence; scaled to maximal ATP response, vehicle zero; in the data active = activation above about 15%;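 also: untransfected CHO-K1 host cells lacking M1 receptor as counterscreen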
CHRM1 agonist: human M1 muscarinic receptor agonists, primary screen, Fluo-8 calcium fluorescence, CHO-K1 cells, HTS. Muscarinic acetylcholine receptor M1 (Homo sapiens), P11229. CHO-K1 hM1, agonist mode; 0% DMSO, 100% acetylcholine EC100. activation, % at 3 µM. 360,000 tested, 0.33% active. AID 588814, 2011;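 active = activation above the run's mean compound activation plus 3 SD, cut at about 16% in these data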;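 also: peak over basal fluorescence ratio within a 140 s kinetic read after compound addition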
TAAR1 antag: human TAAR1 antagonists, primary screen, Fluo-8 calcium fluorescence, CHO RD-HGA16 cells. 360,000 tested, 1.5% active. antagonist. AID 624466, 2012. inhibition, % at 3 µM;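 active = inhibition above a per-plate cutoff, the mean inhibition of test compounds on that plate plus 3 SD, cut at about 49% in these data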;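 also: 0% = DMSO plus EC80 beta-PEA response and 100% = DMSO alone without agonist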
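Material: CHO RD-HGA16 cells bearing hTAAR1; compound dosing: one-point dosing, 3 µM nominal final; schedule: dye loading 75 min at 37 °C, then 30 min room temperature; measured by: calcium fluorescence with Fluo-8; control set: vehicle and agonist controls; replication: n of 1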
* = called active by the depositor; x = no result given. Hits appear at their usual frequency. Share with any hit: about 4.2%.

Every second line gives: CHO parental Ca	OXTR potentiator	M1 antag	TAAR1 ag	CHO-K1 Ca PAM	CHO-K1 Ca antag	M1 ag parental	CHRM1 agonist	TAAR1 antag
CC(C)(C)OC(=O)N1CCC(CNC(=O)c2ccccc2)CC1
 : -9	-4	-17	1	12	-2	1.4	-2	-11
CCN1CCN(CC(=O)Nc2cc(C)on2)CC1
 : 11	-14	-5	-1	-7	-3	-0.3	-10	18
COCC(=O)N/N=C\c1ccccc1OC/C=C/c1ccccc1
 : -3	-13	12	3	-27	5	0.8	-2	-2
COC(=O)c1cc(S(=O)(=O)N2CCC(c3cc(OC)ccc3OC)C2)c[nH]1 (stereo not drawn)
 : 18	-14	23	9	-7	10	16*	5	-18
CCn1nc(C)c(CN2CCN(Cc3cccc(OC)c3)C(CCO)C2)c1C (stereo not drawn)
 : -24	-2	-5	-1	4	-7	0.2	-8	2
COc1ccc(NC(=O)C2CCN(C(=O)C3CC(=O)N(c4ccc(C)cc4)C3)CC2)cc1 (stereo not drawn)
 : x	x	9	-1	-13	5	-0.9	-3	-17
COc1ccc(CCNC(=O)Cc2cc(OC)c(OC)cc2Br)cc1OC
 : -27	2	-12	2	0	-3	-0.1	-5	0
CN(Cc1ccccc1)c1nc(N)nc(Cl)c1C=O
 : -9	-3	-3	2	17	-20	3.6	-4	0
O=C(CCc1nc2ccccc2[nH]1)NC1CCCCC1
 : 7	-3	-10	0	13	-8	0.5	-2	1
OCCCc1nc2ccccc2[nH]1
 : -8	-12	-8	10	28	-9	-0.4	-2	0
CCOc1ccc(N(CC(=O)Nc2ccc(C)c(C)c2)S(=O)(=O)c2c(C)[nH]c(=O)[nH]c2=O)cc1
 : 2	-24	-10	0	11	-13	0.9	-3	-1
COc1ccc(NC(=O)CSc2cn[nH]n2)c(OC)c1
 : -6	-8	-4	1	5	11	0.0	-2	-13
COc1ccccc1NC(=O)CN1CCC(n2nnc3cc(F)ccc32)CC1
 : -18	-23	5	7	9	-1	2.1	-2	7
CN1CCc2c(sc(NC(=O)c3ccc([N+](=O)[O-])o3)c2C(N)=O)C1
 : 1	5	-9	2	-11	3	-0.2	-2	-24
Oc1ccccc1/C=N/Nc1ncc(Br)cn1
 : -10	-2	-7	10	8	-4	0.2	-6	-4
COc1cc(NC(=O)CNc2cccc(S(=O)(=O)N3CCCC3)c2)cc(OC)c1
 : 13	-12	-1	2	15	-13	6.3	1	-11
CC1CCCN(c2ncnc3c2cnn3-c2ccccc2)C1 (stereo not drawn)
 : -15	-2	-4	3	8	-5	0.3	-6	10
CCC(CC)NC(=O)COC(=O)c1ccc(NS(=O)(=O)c2ccc3c(c2)OCCO3)cc1
 : -8	-6	-4	3	8	1	0.4	-2	-5
C[C@H]1C(=O)N(c2ccccc2)[C@@H]1c1ccccc1
 : -16	x	-21	2	8	-9	-0.4	-7	3
Cc1cc(NC(=O)CS(=O)(=O)c2c[nH]c3ccccc23)no1
 : -3	2	-7	4	-4	-2	0.7	0	-11
O=c1c2c(O)cc(O)cc2oc2ccc(O)c(O[C@@H]3O[C@H](CO)[C@@H](O)[C@H](O)[C@H]3O[C@H]3O[C@H](CO)[C@@H](O)[C@H](O)[C@H]3O)c12
 : -4	-7	-12	0	-7	-4	0.8	-3	3
C=CCn1cc(/C=N/Nc2nc3ccccc3[nH]2)c2ccccc21
 : -3	-6	2	1	-8	7	0.7	-8	18
COc1ccc(C(=O)O/N=C(/c2ccccc2)c2ccncc2)cc1
 : 10	-5	0	9	2	-1	0.4	-2	-7
Cc1cccc(CCN=c2c([N+](=O)[O-])nn(-c3ccccc3)n2O)c1
 : -9	-2	3	7	-5	10	0.4	1	-23
CCOC(=O)N1CCC(NC(=O)c2cnn3c(C(F)(F)F)cc(-c4cccc(OC)c4)nc23)CC1
 : -25	-2	x	71*	x	x	x	x	2
CC1(C)CC(NS(=O)(=O)c2ccc(S(N)(=O)=O)cc2)CC(C)(C)N1
 : 2	-2	-8	-1	-5	-4	0.3	0	-5
CC(C)NCC1CCc2cc(CO)c([N+](=O)[O-])cc2N1 (stereo not drawn)
 : -1	-7	-9	1	-13	12	-0.2	-8	-3
Cc1ccccc1N(C(=O)CCC(=O)Nc1ccccn1)C(C(=O)NC(C)C)c1ccc(O)cc1 (stereo not drawn)
 : x	x	-9	5	16	7	0.3	0	4
COc1ccccc1CC(=O)NCCc1ccccc1
 : -11	-8	-8	69*	-9	5	-0.1	0	15
CCC1(C)Cc2c(sc3c2c(=O)n(C)c2nnc(SCCc4ccccc4)n32)CO1 (stereo not drawn)
 : -5	-2	-7	-2	14	-8	0.2	-5	1
CC(C)NC(=S)N1CCN(S(=O)(=O)c2cccc(C(F)(F)F)c2)CC1
 : -1	-3	-2	5	-5	9	-0.1	-1	1
CCCNC(=O)COC(=O)/C=C/c1ccc2c(c1)OCO2
 : -2	-8	6	1	27	-10	0.5	-7	-4
CC1CC(C)CN(c2ncnc3c2cnn3Cc2ccc(Cl)cc2)C1 (stereo not drawn)
 : -25	-22	-4	6	13	-12	0.8	-1	-20
COCCNC(=O)C(c1ccco1)N(C(=O)Cn1nnc2ccccc21)c1ccccc1C (stereo not drawn)
 : -19	1	-12	2	19	-7	0.0	-3	8
Cc1cccc(-n2ncc3c2CCCC3NC(=O)c2ccncc2)c1C (stereo not drawn)
 : x	x	15	7	-6	16	8.8	-1	22
Cc1cccc(NC(=S)N/N=C/c2ccc(Cl)c([N+](=O)[O-])c2)c1
 : 3	-7	4	11	12	-3	-0.2	-5	10
CCc1ccc(NC(=O)CO/N=C(\C)c2cc3ccccc3o2)cc1
 : -13	-1	-5	-1	10	-10	0.7	-9	-7
CCOC(=O)N1CCN(c2c(N3CCN(c4cc(C)ccc4C)CC3)c(=O)c2=O)CC1
 : -24	-1	-8	0	18	-6	0.1	-2	-13
COc1cccc(-n2c(SCC(=O)N3CCc4ccccc43)nnc2-c2c[nH]c3ccccc23)c1
 : -8	-4	-11	1	16	-4	0.0	0	-13
C[C@H](CO)N1C[C@H](C)[C@@H](CN(C)S(=O)(=O)c2ccccc2)Oc2c(NC(=O)C3CC3)cccc2C1=O
 : x	x	-7	3	-2	-3	-0.1	-8	-2
COc1ccc(OC)c(S(=O)(=O)NCCC(C)C)c1
 : 13	4	2	5	-1	0	0.1	-6	4
O=C(N/C(=C\c1ccc(Br)cc1)C(=O)N1CCOCC1)c1ccco1
 : 1	1	-7	1	1	-8	1.1	-3	-8
Nc1n[nH]c(N)c1N=Nc1ccccc1F
 : 0	4	-15	4	4	-17	0.7	-6	1
CCn1c(=O)c(C(=O)Nc2ccccc2F)c(O)c2ccccc21
 : -12	-16	-10	0	-6	3	1.0	-1	-19
CCN(CC)C(=O)c1ccc2sc([C@H]3C[C@H](O)[C@@H](CO)O3)nc2c1
 : x	x	-12	2	13	0	0.7	-1	-19
NS(=O)(=O)c1cccc(NC(=O)COc2ncnc3c2cnn3-c2ccccc2)c1
 : -4	3	-3	1	15	-1	0.8	-4	-9
CC(C)(C)C(=O)N1CCC(O)(CS(=O)(=O)Cc2ccc(Cl)cc2)CC1
 : -5	1	4	3	-8	18	0.1	-2	-6
CNC(=S)N/N=C/c1c(C(=O)OC)cnn1-c1ccc(F)cc1F
 : -1	-15	-8	9	-1	-3	3.1	4	19
CCOc1ccc(-c2nc(-c3cccnc3)no2)cc1OCC
 : -3	-3	-9	10	8	4	0.8	-2	6
O=S(=O)(c1ccccc1)N(C1=NCCS1)S(=O)(=O)c1ccccc1
 : -6	-7	-6	12	-1	4	0.5	-4	-2
Cc1ccc(NC(=O)c2ccc3c(c2)C(=O)N(CC2CCCO2)C3=O)cc1C (stereo not drawn)
 : -19	1	1	7	10	4	4.4	-7	24
CC(C)NC(=O)/C(C#N)=C\c1ccc(N(C)C)c(Br)c1
 : -3	2	-7	3	-8	16	0.1	-9	18
Cc1ccc2nc(-c3ccccn3)c(N)n2c1
 : x	x	-10	0	-3	-3	-0.3	-3	-8
CC(=C\C(=O)O)/C(=C\c1cccc2ccccc12)C(=O)O
 : 6	-8	8	3	32	-21	1.4	-2	-10

In the list so far, these have a CF3 group:
Every second line gives: CHO parental Ca	OXTR potentiator	M1 antag	TAAR1 ag	CHO-K1 Ca PAM	CHO-K1 Ca antag	M1 ag parental	CHRM1 agonist	TAAR1 antag
CCOC(=O)N1CCC(NC(=O)c2cnn3c(C(F)(F)F)cc(-c4cccc(OC)c4)nc23)CC1
 : -25	-2	x	71*	x	x	x	x	2
CC(C)NC(=S)N1CCN(S(=O)(=O)c2cccc(C(F)(F)F)c2)CC1
 : -1	-3	-2	5	-5	9	-0.1	-1	1
